Screening results: PubChem BioAssay, National Center for Advancing Translational Sciences (NCATS)
Imprint erasure: qHTS Assay for Compounds that Induce Erasure of Genomic Imprints; mouse ES Peg3-LacZ reporter, beta-gal luminescence, 40 h; Potency, µM (series often up to 60.7 µM), inactives show at the highest dose activity change, positive = activation, actives largely listed as activators; hit rate 0.02% among 110,000; AID 1948, 2009;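 note: 0% = negative control wells on the plate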
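Gelatin-coated wells received 300 freshly trypsinized female ES cells with a Peg3LacZ-Neo reporter on the maternal allele, then incubated 40 hours at 37C. BetaGlo was added for 5 minutes at room temperature before a single luminescence read.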
IkB sig inh: IkB Signaling | Potency, µM (series often up to 57.1 µM), inactives show at the top dose IkBa stabilization activation | hit rate 0.04% among 110,000 | ABC-DLBCL IkBa-CBG/CBR dual luciferase ratio, 4 h; response scale: scaled: untreated 0%, proteasome inhibitor 100%; active = well fitted curve in the direction sought with a large enough effect in the signal ratio, not every such curve was filed as active; inconclusive = small, poorly fitted or top-dose-only effect, or a change in a side signal; the % refers to the signal ratio;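 note: the direction sought is a rising ratio; 0% = basal untreated cells and 100% = reference inhibitor full response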
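In this assay, an IκBα–CBG68 fusion accumulates when IKK-driven degradation is blocked; native CBR normalizes for cell number. OCI-Ly3 cells were treated 4 h with compound and doxycycline, then green and red light read after Chroma-Glo addition.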
p53ts 32C tox: qHTS Screen for Compounds that Selectively Target Cancer Cells with p53 Mutations: Cytotoxicity of p53ts Cells at the Permissive Temperature. Potency, µM (top dose mostly 46.1 µM), for inactives: at the highest dose activity change, negative = cytotoxicity, hits mostly cytotoxic. hit rate 0.93% among 130,000. H1299-p53A138V at 32C, ATP luminescence viability, 24 h;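 note: 0% = DMSO and -100% = full killing by reference compound; nearly all actives have a fitted effect of over 55% in size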
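Viability by ATPlite luminescence after 24 h compound treatment (up to 46 uM) at the permissive 32C. Cells are H1299 carrying p53 A138V. Scale runs from DMSO basal to 100 uM tamoxifen as full kill; AC50 from Hill fits.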
p53ts 39C kill: qHTS Screen for Compounds that Selectively Target Cancer Cells with p53 Mutations: Cytotoxicity of p53ts Cells at the Nonpermissive Temperature; H1299-p53A138V viability at 39C, ATP luminescence, 24 h; hit rate 1.5% among 130,000; Potency, µM (titrated, usually from 46.1 µM), without a hit: top-dose activity change, negative = cell killing, most hits filed as cytotoxic; AID 902, 2007; note: nearly all actives have a fitted effect of over 55% in size
Numbers without * were called inactive; ? = inconclusive; . = not tested or not shown; [ ] = remark or other dose. Unless noted, calls come from the whole dose curve; as a rule, active = well fitted curve in the direction sought with a large enough effect; inconclusive = small, poorly fitted or top-dose-only effect, or another doubt; inactive = no such curve, though single readings can be large; an effect the other way counts as inactive or inconclusive. Unless noted, % is set by controls: 0 for no effect and ±100 for the full control effect; potency is the fitted concentration of half-maximal effect. Rows were taken by chance. About 1.7% of those tested had a hit in this group.

Letter code: A = Imprint erasure; B = IkB sig inh; C = p53ts 32C tox; D = p53ts 39C kill
SMILES: COC(=O)c1ccc2c(=O)n(C3CCCCC3)c(SCC#N)nc2c1
  A = -2%; B = -1.3%; C = -2%; D = -4%

SMILES: CCCN(CCC)CCCNC(=O)c1ccc2c(c1)N(CC)C(=O)c1ccccc1S2=O (stereo unspecified)
  A = -27%; B = 0.7%; C = -11%; D = -3%

SMILES: O=C(C1CCN(S(=O)(=O)c2cccc3nonc23)CC1)N1CCN(c2ccccc2)CC1
  A = 5%[10.9 µM]; B = ?; C = 8%; D = 9%

SMILES: COC(=O)c1c(NC(=O)COc2ccc(C)cc2Br)sc2c1CCCC2
  A = -9%[10.9 µM]; B = 4.7%; C = -5%; D = 0%

SMILES: CCC(C)[C@@H](C(=O)Nc1ccc2c(c1)OCO2)N1Cc2ccccc2C1=O (stereo partly specified)
  A = -12%; B = ?; C = -1%; D = 2%

SMILES: CSc1nsc(SCC(=O)Nc2c(C)n(C)n(-c3ccccc3)c2=O)n1
  A = -1%; B = 2.6%; C = 5%; D = 4%

SMILES: CCOc1ccc(NC(=O)C2CCN(S(=O)(=O)c3c(C)n[nH]c3C)CC2)cc1
  A = 12%; B = -1.0%; C = 10%; D = 12%

SMILES: CS(=O)(=O)c1oc(-c2ccc(F)cc2)nc1S(=O)(=O)c1ccc(Cl)cc1
  A = -40%[inhibitor][10.9 µM]; B = ?; C = 13µM*; D = 4µM*

SMILES: Cc1ccccc1CCNC(=O)C1CCN(S(=O)(=O)c2ccc(-n3cnnn3)cc2)CC1
  A = -13%; B = 2.9%; C = 5%; D = -19%

SMILES: CCC(Cn1nnc2ccccc2c1=O)NC(=O)Nc1cc(Cl)ccc1OC (stereo unspecified)
  A = 6%[10.9 µM]; B = 1.0%; C = 0%; D = -14%

SMILES: COc1ccc(NC(=O)c2ccc3c(c2)nnn3C2CCCC2)cc1Cl
  A = 22%[10.9 µM]; B = -0.8%; C = 1%; D = -1%

SMILES: COc1ccc2c(c1)c1c(c(=O)n(-c3ccc(C)cc3)c(=O)n1CC(=O)c1ccc(Cl)cc1)n2C
  A = -5%[10.9 µM]; B = 1.0%; C = 8%; D = 48%[activator]

SMILES: CC[C@H](c1ccccc1)c1cc(C(C)(C)C)cc(C(C)(C)C)c1O
  A = -13%[10.9 µM]; B = 2.5%[11.4 µM]; C = 5%[9.22 µM]; D = -12%[9.22 µM]

SMILES: Cc1ccc(NC(=O)CSc2nnc(CNC(=O)c3c(F)cccc3Cl)o2)cc1
  A = 0%; B = 3.8%; C = 29%; D = 7%

SMILES: CCOC(=O)C(Cc1c(F)cccc1F)(NC(C)=O)C(=O)OCC
  A = -10%; B = -0.4%; C = 21%; D = 3%

SMILES: O=C(c1ccccc1)c1ccc(Oc2ncccn2)cc1
  A = -22%; B = 0.6%; C = -8%; D = 5%

SMILES: Cc1cc(C)c2cc(CN(Cc3cccs3)Cc3nnnn3CC3CCCO3)c(=O)[nH]c2c1 (stereo unspecified)
  A = 0%; B = ?; C = 11%; D = 1%

SMILES: COc1ccc2c(c1)sc1ncc(C(=O)NCc3cccc(Cl)c3)c(=O)n12
  A = -2%[10.9 µM]; B = -1.3%; C = 11%; D = -15%

SMILES: CCOc1ccc(-n2c(SCC(=O)c3ccccc3)nc3c([nH]c4ccccc43)c2=O)cc1
  A = 16%[10.9 µM]; B = -0.5%; C = 2%; D = -11%

SMILES: COCCn1c(=O)c(-c2cccc(C#N)c2)nc2cnc(Oc3ccccc3)nc21
  A = -5%; B = 6.4%[11.4 µM]; C = -5%; D = -9%

SMILES: CC1SC(=NC(=O)c2ccco2)NC1=O (stereo unspecified)
  A = -16%; B = 3.3%; C = 1%; D = -5%

SMILES: COc1ccc2nc(NC(=O)c3nc(S(=O)(=O)Cc4ccccc4F)ncc3Cl)sc2c1
  A = -40%[inhibitor][10.9 µM]; B = -0.5%; C = ?; D = 4µM*

SMILES: O=C(c1cnccn1)N1CCC2(CC1)CN(Cc1ccccc1)C2
  A = .; B = 0.9%[11.4 µM]; C = -7%; D = 1%

SMILES: Cc1cc(S(=O)(=O)NCC(c2ccco2)S(=O)(=O)c2ccccc2)ccc1F (stereo unspecified)
  A = 12%[10.9 µM]; B = -0.4%; C = -4%; D = -14%

SMILES: COc1cc(/C=N/N2CCN(C3c4ccccc4-c4ccccc43)CC2)cc(OC)c1OC
  A = .; B = .; C = 3%; D = 4%

SMILES: CCc1c(C)[nH]c2ccc(C)cc2c1=O
  A = 2%; B = -1.3%; C = -2%; D = -3%

SMILES: CCOc1ccc(C(=O)CCNC(Cc2cnc[nH]2)C(=O)O)cc1 (stereo unspecified)
  A = -3%; B = 0.7%; C = 2%; D = 1%

SMILES: Cc1ccc(CNC(=O)CN(c2ccc(C)cc2)S(=O)(=O)c2c(C)nn(C)c2C)cc1
  A = 4%[10.9 µM]; B = -0.3%; C = 13%; D = 11%

SMILES: Cc1cc(Cl)ccc1NC(=O)C1CCN(S(=O)(=O)c2ccc3[nH]c(=O)ccc3c2)CC1
  A = ?; B = 2.0%; C = 8%; D = -17%

SMILES: CCn1c2ccccc2c2nnc(SCC(=O)Nc3cc(C)on3)nc21
  A = -5%; B = 0.1%; C = 7%; D = 4%

6 entries already listed, ordered by count of non-hydrogen atoms, low to high:
Letter code: A = Imprint erasure; B = IkB sig inh; C = p53ts 32C tox; D = p53ts 39C kill
SMILES: CCc1c(C)[nH]c2ccc(C)cc2c1=O
  A = 2%; B = -1.3%; C = -2%; D = -3%

SMILES: CCOc1ccc(C(=O)CCNC(Cc2cnc[nH]2)C(=O)O)cc1 (stereo unspecified)
  A = -3%; B = 0.7%; C = 2%; D = 1%

SMILES: Cc1cc(S(=O)(=O)NCC(c2ccco2)S(=O)(=O)c2ccccc2)ccc1F (stereo unspecified)
  A = 12%[10.9 µM]; B = -0.4%; C = -4%; D = -14%

SMILES: Cc1cc(Cl)ccc1NC(=O)C1CCN(S(=O)(=O)c2ccc3[nH]c(=O)ccc3c2)CC1
  A = ?; B = 2.0%; C = 8%; D = -17%

SMILES: COc1ccc2nc(NC(=O)c3nc(S(=O)(=O)Cc4ccccc4F)ncc3Cl)sc2c1
  A = -40%[inhibitor][10.9 µM]; B = -0.5%; C = ?; D = 4µM*

SMILES: COc1cc(/C=N/N2CCN(C3c4ccccc4-c4ccccc43)CC2)cc(OC)c1OC
  A = .; B = .; C = 3%; D = 4%

(list continues)
Letter code: A = Imprint erasure; B = IkB sig inh; C = p53ts 32C tox; D = p53ts 39C kill
SMILES: COc1cc(OC)cc(C(=O)NCCNC(=O)c2ccco2)c1
  A = .; B = .; C = 2%; D = -1%

SMILES: CC(=O)N1CCCc2cc(S(=O)(=O)NCc3ccccc3Cl)ccc21
  A = -19%[10.9 µM]; B = 1.4%; C = -9%; D = 6%

SMILES: CC(C(=O)O)c1ccc(N2Cc3ccccc3C2=O)cc1 (stereo unspecified)
  A = -92%[inhibitor]; B = .; C = 10µM*; D = 10µM*

SMILES: COc1ccc(-n2nnnc2SCC(=O)c2ccc3c(c2)OCCO3)cc1
  A = .; B = .; C = 10%; D = 33%

SMILES: Cc1c(Cl)cccc1-n1nc(C)c2c(C)cc(=O)n(CC(=O)NCc3ccccc3)c21
  A = 23%[10.9 µM]; B = -1.1%; C = 11%; D = 11%

SMILES: COc1cc(CCC(=O)OCC(=O)Nc2ncc(Cl)cc2Cl)cc(OC)c1OC
  A = -5%; B = 1.1%; C = 6%; D = -8%

SMILES: Cc1cc(C)nc(NS(=O)(=O)c2ccc(NC(=O)c3ccco3)cc2)n1
  A = 5%; B = 0.0%; C = -3%; D = -1%

SMILES: Cc1cccc(Nc2ncnc3onc(-c4ccc(Cl)cc4)c23)c1C
  A = -24%[10.9 µM]; B = -4.5%; C = 23%; D = -21%

SMILES: CC(=O)N1CC=CC1(CC(C)C)C(=O)NCc1cc(F)cc(C(F)(F)F)c1 (stereo unspecified)
  A = -1%; B = .; C = 10%; D = -6%

SMILES: CCCCN(CCCC)CCNC(=O)Cc1nc2c(c(=O)[nH]c(=O)n2C)n1C
  A = -8%; B = -0.8%; C = -4%; D = 22%

SMILES: COc1ccc(C(=O)N(Cc2ccco2)Cc2ccc(C)o2)cc1
  A = 15%[10.9 µM]; B = ?; C = 6%; D = -13%

SMILES: Cc1ccc(S(=O)(=O)N2CCC(c3nnc(-c4cccc(C)c4)o3)CC2)cc1
  A = -11%[10.9 µM]; B = ?; C = 8%; D = -11%

SMILES: CC1CN(C(=O)c2cccc(C(=O)N3CC(C)OC(C)C3)c2)CC(C)O1 (stereo unspecified)
  A = -6%; B = -2.0%; C = -6%; D = 2%

SMILES: CCn1ncc(C2=NOC(C(=O)N3CCN(c4ccccc4)CC3)C2)c1C (stereo unspecified)
  A = .; B = .; C = -5%; D = 2%

SMILES: COc1ccccc1C1/C(=C(/O)c2ccc(Cl)cc2)C(=O)C(=O)N1CCN1CCOCC1 (stereo unspecified)
  A = -11%; B = 0.6%; C = 4%; D = -5%

SMILES: COc1ccc(C(=O)COC(=O)CCn2nnc(-c3cccs3)n2)cc1
  A = -5%; B = -0.8%; C = 6%; D = 0%

SMILES: Cc1cc(C(=O)Nc2ccccn2)no1
  A = -74%[inhibitor]; B = 4.5%; C = -11%; D = -8%

SMILES: CCCCN(C)CCNC(=O)C1CCCN(S(=O)(=O)c2cccc3nsnc23)C1 (stereo unspecified)
  A = -11%[10.9 µM]; B = -1.5%; C = 1%; D = 26%

SMILES: CCn1cc(C(=O)N2CCN(c3ccc(OC)cc3)CC2)c(=O)c2cc(S(=O)(=O)N3CCOCC3)ccc21
  A = 9%[10.9 µM]; B = -0.7%; C = 10%; D = -24%

SMILES: O=C(c1cc2c(s1)CCCCC2)N1CCN(c2ncccn2)CC1
  A = -19%; B = 3.8%; C = ?; D = ?

SMILES: CCCOC(=O)c1ccc(NC(=O)Cc2csc(C)n2)cc1
  A = 6%[10.9 µM]; B = -1.4%; C = 2%; D = ?

SMILES: COC(=O)c1cc(NC(=O)c2sc3ccccc3c2Cl)cc(C(=O)OC)c1
  A = -4%[10.9 µM]; B = ?; C = -19%; D = -17%

SMILES: CCCN1Cc2cccc(C(=O)Nc3cc(C)cc(C)c3)c2C1=O
  A = -14%[10.9 µM]; B = -1.8%; C = 7%; D = -9%

SMILES: C/C(=C1\SC(N2CCOCC2)=NC1=O)c1ccccc1
  A = -5%; B = 2.0%; C = -1%; D = 0%

SMILES: COc1ccc(-c2noc(CSc3nnc(-c4ccncc4)n3-c3ccc(C)c(C)c3)n2)cc1
  A = 1%[10.9 µM]; B = ?; C = 11%; D = -19%

SMILES: N#Cc1c(N)nc(SCC(=O)OCc2ccccc2)c(C#N)c1-c1ccco1
  A = -9%; B = ?; C = 5%; D = 4%

SMILES: CCc1ccc(C2CC(c3ccc(C)cc3)n3nc(N)nc3N2)cc1 (stereo unspecified)
  A = 16%; B = 1.1%; C = 7%; D = -9%

SMILES: CCOC(=O)CC1=NS(=O)(=O)c2ccccc2N1
  A = 11%; B = 1.0%; C = -5%; D = 8%

SMILES: COc1ccc(OC)c(NC(=O)CSc2ccc(-c3cccs3)nn2)c1
  A = -11%[10.9 µM]; B = 0.7%; C = 8%; D = -8%

SMILES: CCOC(=O)C(C(=O)OCC)=C1OC(=O)c2ccccc21
  A = 10%; B = 0.1%; C = -6%; D = 5%

SMILES: CCOc1cccc(CC(=O)NCc2ccc3c(c2)CCN3C(C)=O)c1OCC
  A = -10%[10.9 µM]; B = 0.0%; C = -1%; D = -1%

SMILES: O=c1cnc2cnc(Oc3cccc(Cl)c3)nc2n1CCc1ccccc1
  A = ?; B = -3.0%[11.4 µM]; C = -4%; D = 0%

SMILES: O=C(Cc1ccc(Cl)cc1)NCC(c1cccs1)S(=O)(=O)c1ccc(F)cc1 (stereo unspecified)
  A = 6%[10.9 µM]; B = ?; C = -4%; D = -1%

SMILES: CCN(CC)CC(C)CNC(=O)CC(C(=O)N1CCc2ccccc21)n1ccnc1 (stereo unspecified)
  A = -6%; B = 3.0%; C = -1%; D = 5%

SMILES: Clc1ccc(Oc2cccc(/C=N/n3cnnc3)c2)cc1
  A = -20%; B = 1.9%; C = -9%; D = -18%
